# TROY NFkB inh – inhibitors of TROY-driven NF-kB signaling, primary screen, Q293 LMP1-TROYcd cells, NF-kB luciferase, uHTS; Q293 LMP1-TROYcd NF-kB luciferase reporter, 4 h; inhibition, % at 10 µM; 360,000 tested, 0.98% active; AID 1347056, 2019;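 active = compounds whose plate-normalised and pattern-corrected inhibition of the luciferase reporter signal at the single screening dose is 50% or more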
# NR2F2 inh – NR2F2 transcriptional activity inhibitors, primary screen, cell-based, luciferase reporter, HEK293T, luminescence; COUP transcription factor 2 (Homo sapiens), P24468; HEK293T NGFI-A luciferase reporter; inhibition, % at 8.6 µM; 370,000 tested, 0.7% active; AID 686940, 2013;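 active = inhibition above a per-plate cutoff, mean inhibition of test wells between control levels plus 3 SD, cut at about 38% in these data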;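 note: cells cotransfected with COUP-TFII expression vector driving the NGFI-A reporter; 0% = median of COUP-TF2 test wells and 100% = reporter-only cells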
# Exocytosis inh – LAMP-1 surface exposure blockers, TALL-104 cells – cell-based, flow cytometry, MLPCN library, primary screen | TALL-104 LAMP-1 surface exposure; cells stimulated with thapsigargin and PMA | AID 651702, 2012 | inhibition, % at 10 µM | 360,000 tested, 0.66% active;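 active = inhibition above about 55%, limit read from the data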
# TLR9-MyD88 inh – inhibitors of TLR9-MyD88 association in cells, primary screen, cell-based, CHO, BLA complementation, fluorescence. inhibition, % at 4.98 µM. CCF4 FRET ratio. Toll-like receptor 9 (Homo sapiens) + Myeloid differentiation primary response protein …. 340,000 tested, 0.21% active;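 active = inhibition above the mean over all tested compounds plus 3 SD, cut at about 21% in these data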;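 note: 0% = DMSO only wells and 100% = clavulanate BLA inhibitor control wells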
# TWEAK Fn14 block – inhibitors of TWEAK-Fn14 signaling, primary screen, luciferase reporter cells, uHTS; AID 1159606, 2016; 360,000 tested, 2% active; TWEAK-stimulated Fn14 reporter cells, luciferase luminescence, 8 h; inhibition, % at 10 µM; in the data active = inhibition above about 50%
# LRH-1 inv ag – LRH-1 (NR5A2) inverse agonists, primary screen, cell-based, luminescence, HEK293T, StAR-luciferase reporter; LRH-1 transfected, 24 h; Nuclear receptor subfamily 5 group A member 2 (Homo sapiens), O00482; 360,000 tested, 0.13% active; AID 602396, 2012; inhibition, % at 3.6 µM;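 active = inhibition above the mean inhibition of all tested compounds plus 3 SD, cut at about 73% in these data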;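 note: 0% = DMSO wells and 100% = reporter-only cells lacking LRH-1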
# ABHD5-PLIN5 inh – ABHD5-PLIN5 interaction inhibitors, primary screen, cell lysate, split luciferase complementation, luminescence. inhibition, % at 4 µM. Split G. princeps luciferase complementation, 4 h. 360,000 tested, 0.78% active;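 active = inhibition above the mean inhibition across every tested compound plus 3 SD, cut at about 22% in these data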;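 note: 0% = DMSO only wells and the 100% control is not disclosed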
# SRC2 inh – inhibition of GAL4-SRC2 driven luciferase reporter, primary screen, SRC2 inhibitor project, cell-based, luminescence. AID 651957, 2012. Nuclear receptor coactivator 2 (Homo sapiens), Q15596. HEK293 GAL4-SRC2 luciferase reporter. inhibition, % at 9 µM. 370,000 tested, 0.17% active;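 active = inhibition above the mean inhibition of all tested compounds plus 3 SD, set per campaign, cut at about 52% in these data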;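 note: 0% = DMSO treated cells and 100% = cells given Gossypol at 36 µM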
# SRC1 inh – SRC1 coactivator transcriptional activity inhibitors, primary screen, cell-based, luminescence; HEK293 GAL4-SRC1 luciferase reporter; inhibition, % at 3.6 µM; 360,000 tested, 0.12% active;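 active = inhibition above the campaign mean plus 3 SD, with each screening campaign given its own cutoff, cut at about 60% in these data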;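 note: 0% = DMSO treated cells and 100% = gossypol at 36 µM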
# Target sequence (Q15788 whole entry, looked up, the tested form may be a part): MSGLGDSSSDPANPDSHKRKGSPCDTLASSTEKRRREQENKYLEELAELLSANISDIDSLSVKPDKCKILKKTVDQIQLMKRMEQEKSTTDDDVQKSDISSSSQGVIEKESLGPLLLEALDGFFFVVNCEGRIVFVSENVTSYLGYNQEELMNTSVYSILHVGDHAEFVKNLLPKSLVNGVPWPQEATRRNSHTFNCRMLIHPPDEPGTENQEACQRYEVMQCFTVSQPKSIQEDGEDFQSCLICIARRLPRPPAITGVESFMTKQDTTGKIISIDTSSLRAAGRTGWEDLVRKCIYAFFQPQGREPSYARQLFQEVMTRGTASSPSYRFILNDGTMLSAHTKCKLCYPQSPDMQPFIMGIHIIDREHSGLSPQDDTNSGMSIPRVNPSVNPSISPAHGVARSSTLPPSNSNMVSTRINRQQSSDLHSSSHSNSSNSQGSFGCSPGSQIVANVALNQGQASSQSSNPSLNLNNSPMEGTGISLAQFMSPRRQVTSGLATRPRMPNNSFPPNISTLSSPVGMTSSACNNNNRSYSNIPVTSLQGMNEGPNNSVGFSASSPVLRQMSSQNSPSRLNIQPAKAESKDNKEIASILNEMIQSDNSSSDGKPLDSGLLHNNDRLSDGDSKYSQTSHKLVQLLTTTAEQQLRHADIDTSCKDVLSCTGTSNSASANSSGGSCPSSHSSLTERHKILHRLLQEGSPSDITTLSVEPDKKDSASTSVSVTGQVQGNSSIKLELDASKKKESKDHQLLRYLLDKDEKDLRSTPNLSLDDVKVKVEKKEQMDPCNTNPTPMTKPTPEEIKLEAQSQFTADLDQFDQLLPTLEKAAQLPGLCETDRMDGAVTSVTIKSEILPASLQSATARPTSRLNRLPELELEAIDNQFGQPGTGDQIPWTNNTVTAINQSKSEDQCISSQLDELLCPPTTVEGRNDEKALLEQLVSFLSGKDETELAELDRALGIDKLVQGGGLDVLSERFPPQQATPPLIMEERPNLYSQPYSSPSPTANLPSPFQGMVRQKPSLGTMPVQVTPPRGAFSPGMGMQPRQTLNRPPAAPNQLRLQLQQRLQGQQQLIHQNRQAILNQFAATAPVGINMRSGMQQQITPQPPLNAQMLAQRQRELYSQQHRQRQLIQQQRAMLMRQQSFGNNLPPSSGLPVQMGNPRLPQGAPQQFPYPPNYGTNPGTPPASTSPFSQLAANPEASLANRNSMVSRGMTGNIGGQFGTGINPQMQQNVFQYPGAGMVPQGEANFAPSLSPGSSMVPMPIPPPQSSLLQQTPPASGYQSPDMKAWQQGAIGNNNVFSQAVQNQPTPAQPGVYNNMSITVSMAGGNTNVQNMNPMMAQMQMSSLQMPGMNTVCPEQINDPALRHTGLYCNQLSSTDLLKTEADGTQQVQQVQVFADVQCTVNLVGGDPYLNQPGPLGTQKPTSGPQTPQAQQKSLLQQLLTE
# SRC3 inh – SRC3 coactivator transcriptional activity inhibitors, primary screen, cell-based, luminescence; Nuclear receptor coactivator 3 (Homo sapiens), Q9Y6Q9; HEK293 GAL4-SRC3 luciferase reporter; inhibition, % at 3.6 µM; 360,000 tested, 0.17% active;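 active = inhibition above a per-campaign cutoff, the mean of all compounds plus 3 SD, cut at about 60% in these data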;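 note: 0% = DMSO-treated cells and 100% = gossypol-treated cells at 36 µM; higher means less SRC3-driven luciferase light from the GAL4 reporter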
# NOD2 RIPK2 PPI – NOD2-RIPK2 binding disruptors in cells, primary screen, fluorescence, CHO cells, BLA complementation; CCF4 ratio; 360,000 tested, 0.38% active; AID 624267, 2012; inhibition, % at 4.98 µM; Receptor-interacting serine/threonine-protein kinase 2 (Homo sapiens), O43353; in the data active = inhibition above about 21%;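 note: 0% = vehicle only and 100% = reference blocker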
# * marks the source's active call; other numbers are inactive results; / = not tested or not shown.
SMILES	TROY NFkB inh	NR2F2 inh	Exocytosis inh	TLR9-MyD88 inh	TWEAK Fn14 block	LRH-1 inv ag	ABHD5-PLIN5 inh	SRC2 inh	SRC1 inh	SRC3 inh	NOD2 RIPK2 PPI
O=C1COc2ccc(C(=O)COC(=O)c3ccco3)cc2N1	-25	10	0	0	-3	-8	-3	7	5	13	3
O=Cc1ccc(-c2ccccc2C(=O)O)o1	-8	-4	-1	17	11	1	18	-10	-8	19	-2
Cc1nnc(SCC(=O)Nc2sccc2C(N)=O)n1Cc1ccccc1	9	-12	-2	-4	5	-8	-3	-1	9	6	-7
COc1cccc(NC(=O)c2nnn(CC(=O)Nc3cc(C)cc(C)c3)c2N)c1	-19	-29	-7	2	-15	12	8	1	-5	-3	1
CCCc1cc(=O)[nH]c(SCc2cccnc2)n1	4	11	-2	-2	7	4	-2	5	12	-5	-11
Cc1ccc(-c2c(C#N)c(N)nc3c2CCCC3)o1	-18	-4	0	-6	22	-9	7	2	2	13	2
O=C(O)c1[nH]c2ccccc2c1NS(=O)(=O)c1ccc(F)cc1	-7	4	1	10	-3	3	-7	-9	-2	13	-12
NC(=O)C1CCCN(C(=O)c2ccc3c(c2)NC(=O)CS3)C1 (stereo unspecified)	-6	-27	-6	6	8	-5	-2	-2	-28	3	-11
COc1ccc(CCNCC(C)c2ccccc2)cc1 (stereo unspecified)	-13	-4	3	-2	19	-8	8	3	-25	14	-2
COc1ccc(CNC(=O)Nc2ccc3c(c2)N(C)C(=O)CS3)cc1	-2	-14	0	1	7	-14	1	-14	15	8	3
CCCn1c(-c2cccc([N+](=O)[O-])c2)nc2c1c(=O)[nH]c(=O)n2Cc1ccccc1	24	13	3	-9	-16	8	-5	9	-8	2	3
Cc1ccc(S(=O)(=O)N2[C@@H](c3ccc(F)cc3)C(C(=O)O)=CC[C@H]2c2cccc(Cl)c2)cc1	2	12	12	-17	23	7	-10	18	-37	6	-22
CC(C)(C)OC(=O)NCc1ccc(CNC(=O)c2[nH]cnc2C(=O)Nc2ccccc2F)cc1	40	-12	-6	9	54*	4	-5	21	1	1	10
C=CCOC(=O)c1cc(-c2ccc(/C=C3\C(=O)NC(=O)C(C#N)=C3C)o2)ccc1Cl	-15	-32	-1	1	-1	-129	-20	-30	-53	-51	-9
C/C=C(\C)C(=O)N1CCC(C(=O)c2ccccc2)CC1	-6	11	-1	-3	0	-7	8	17	-8	7	0
CCCCn1c(-c2nonc2N)nc2ccccc21	17	14	0	-6	44	6	1	20	7	-44	-4
CC(=O)N1CCc2c(sc(NC(=O)Cc3ccccc3)c2C#N)C1	8	1	6	-3	12	45	0	-8	-40	23	-2
O=C(CC(c1ccccc1)c1ccccc1)Nc1ccc2c(c1)OCCO2	22	-5	0	0	52*	-26	-6	-1	-8	3	-1
Cc1ccc([N+](=O)[O-])cc1NC(=S)NC(=O)CC(C)(C)C	-7	6	-4	1	7	11	-6	-28	-10	2	-1
O=C(c1cc(COc2ccc(F)cc2F)on1)N1CCOCC1	-39	-2	-1	3	-35	-92	0	-21	-81	-63	7
COc1ccc(OCC(=O)Nc2nc3cc4c(cc3s2)OCCO4)cc1	-8	-13	-1	-3	-7	16	-3	12	-11	-45	2
Cn1cnnc1SCc1ccc(C#N)cc1Cl	5	-7	2	-9	8	-6	4	-11	4	15	10
Cc1cccc(Nc2ncnc(N)n2)c1	0	-28	2	12	-7	-15	1	-8	-15	-7	-8
CCCCn1c(N)c(N(CC(C)C)C(=O)c2ccc(N(C)S(=O)(=O)c3ccc(C)cc3)cc2)c(=O)[nH]c1=O	5	2	-1	-3	0	8	3	-23	2	0	-2
CCC(C)(C)NC(=O)Cn1c(-c2ccc(C)cc2)noc1=O	-8	0	-2	1	-8	12	3	5	7	10	3
CCOC(=O)Cn1nc(-c2ccc(Cl)cc2)cc1N	3	-10	-4	7	-10	-38	-8	-15	-66	-41	0
Cn1nnnc1SCc1ccc(F)cc1	-9	-1	-2	-2	23	3	10	-28	4	10	2
CCOc1ccccc1NC(=O)CCNC(=O)c1ccc(Cl)cc1	2	-13	-5	-7	6	-10	4	-33	-11	6	-4
COc1ccc(C(=O)N2CCC3(CC2)NCCc2[nH]cnc23)cc1	-9	5	-2	3	10	15	2	2	4	4	13
O=C(NCCN1CCOCC1)C(=O)NCC1OCCN1S(=O)(=O)c1cc(F)ccc1F (stereo unspecified)	-8	-13	2	-8	-8	7	0	10	-5	10	4
C/C(=N/N=C1/NC(=O)CC(C(=O)O)S1)c1ccccc1 (stereo unspecified)	7	-7	3	-1	29	14	5	-16	10	-7	-11
O=C(NC(=S)N1CCN(c2ccc([N+](=O)[O-])cc2)CC1)c1ccccc1Cl	13	-14	2	-7	7	6	3	3	-8	7	-4
O=C(CCCCCN1C(=O)c2cccc([N+](=O)[O-])c2C1=O)Nc1ccccc1F	-6	-28	0	-1	-1	0	2	10	9	3	-3
COc1ccc(Nc2nnc(-c3ccc(C(=O)NCCO)cc3)c3ccccc23)cc1	-10	9	1	-17	4	-3	5	-23	-6	0	6
Cc1ccc(C(=O)NCCSC(C)(C)C)cc1[N+](=O)[O-]	-40	-12	1	-2	-13	-54	-2	-58	-73	-21	-8
Cc1ccc(Cl)cc1NC(=O)C1CCCN1S(=O)(=O)c1ccc(-c2ccc(=O)[nH]n2)s1 (stereo unspecified)	-39	-8	4	8	-38	-11	0	4	-2	-18	-1
CCCNC(=O)c1sc2c(c1C(=O)Nc1ccccn1)CCCC2	-14	-17	-1	3	0	45	-3	1	0	20	4
CCc1cc2ccc(C)cc2nc1SCC(=O)Nc1cc(OC)c(OC)cc1C(=O)O	-14	16	3	-4	-20	14	-3	-18	5	3	4
CCCCCCOc1ccc(N2C(=O)CC(N3CCN(C(=O)c4ccco4)CC3)C2=O)cc1 (stereo unspecified)	12	-14	34	3	8	-15	0	2	-1	-8	5
CC(C)[C@H](NC(=O)N1CCn2c1nc1ccccc12)C(=O)N[C@H](C(=O)O)c1ccccc1	-6	7	-7	-1	-9	15	3	-19	-11	-9	-10
CCN(CC)S(=O)(=O)c1ccc(S(=O)(=O)NCC2CCCO2)cc1 (stereo unspecified)	5	-2	-2	5	-1	-2	0	1	-26	-1	-7
CC1Cc2ccccc2N1C(=O)CN(C)CC(=O)Nc1ccc(F)cc1 (stereo unspecified)	-5	13	-2	-9	-5	-3	1	8	-1	-2	-12
CCCCNC(=O)NC(C(=O)OC)C12CC3CC(CC(C3)C1)C2 (stereo unspecified)	-2	4	-3	-2	4	2	-4	8	12	12	1
NC(=O)c1ccccc1NC(=O)C1CCCO1 (stereo unspecified)	-8	-5	-6	-9	11	19	0	13	-17	-9	-15
c1ccc2oc(SCc3cn4ccccc4n3)nc2c1	-24	-30	3	-3	12	-145	0	-23	-106	-63	-7
Cc1ccc(CN2CCN(C/C=C/c3ccc(F)cc3)CC2CCO)o1 (stereo unspecified)	-2	16	0	-3	9	8	9	-3	-2	7	-1
Nc1nc(SCC(=O)Nc2ccccc2)nc2nc3c(cc12)CCCC3	-30	5	-1	-2	-20	-50	14	-36	-12	-12	0
COc1ccc(OC)c(/C(O)=C/C(=O)C(=O)Nc2ccccc2OC)c1	3	-60	-1	5	-8	-2	5	2	-22	-19	-5
CN(C(=S)NC(=O)c1ccccc1)c1c(N)n(Cc2ccccc2)c(=O)[nH]c1=O	0	7	1	1	-43	-4	1	9	-3	-5	-20
COc1ccc(CCNC(=O)CSc2nc(N)c3c(C)c(C)oc3n2)cc1OC	-6	1	-1	0	-6	5	-4	-14	9	21	-4
O=C(COC(=O)CCc1ccc(S(=O)(=O)N2CCOCC2)cc1)NCc1ccccc1	10	-3	0	-1	-11	3	4	-6	3	16	1
CCc1cc(C(=O)Nc2cc(S(=O)(=O)N3CCCCC3)ccc2N2CCN(C)CC2)sc1C	16	0	13	-7	40	30	8	4	3	6	12
CN(CC(=O)Nc1ccc(F)cc1)C(=O)COC(=O)c1ccccc1	-23	7	-4	2	1	-10	-1	-45	-11	3	6
O=C(Nc1cccc2ccccc12)N1CCN(Cc2ccc3c(c2)OCO3)CC1	48	/	0	1	45	19	5	/	-23	3	0
CCOC(=O)CC(NC(=O)c1ccccc1F)c1ccc(C)cc1 (stereo unspecified)	-6	-5	0	-6	24	12	0	10	-36	12	-4
Cc1c(C(O)CN2CCC(C(N)=O)CC2)c2ccccc2n1C (stereo unspecified)	18	2	2	2	10	13	-3	-2	-10	-1	0

# Other entries follow:
SMILES	TROY NFkB inh	NR2F2 inh	Exocytosis inh	TLR9-MyD88 inh	TWEAK Fn14 block	LRH-1 inv ag	ABHD5-PLIN5 inh	SRC2 inh	SRC1 inh	SRC3 inh	NOD2 RIPK2 PPI
O=C(O)CCc1ccc(S(=O)(=O)Nc2cc(C(F)(F)F)ccc2N2CCCC2)cc1	-51	-5	1	-6	7	-16	-2	0	-10	5	7
CCOc1ccc(Cl)cc1-c1cc(C(=O)NC2CCCCC2)[nH]n1	-3	4	-3	/	4	-9	3	-27	10	-18	4
Cc1ccc(-c2nc3ccccc3s2)cc1NC(=O)c1cc(-n2cnnc2)ccc1Cl	-19	-11	-1	-5	-31	-28	0	-50	-48	-70	-14
COc1ccc(NC(=O)N(C)[C@H]2C[C@H]3c4[nH]c5ccc(-c6ccc(OC)cc6)cc5c4CCN3C[C@H]2[C@H](C)O)cc1	-13	-18	-4	13	-44	-24	17	23	-32	-12	4
CC1Cc2ccccc2N1S(=O)(=O)c1cccc(C(=O)Nc2cccnc2)c1 (stereo unspecified)	28	24	2	-7	24	-6	-2	19	-5	15	-12
CC(C)(C)NC(=O)C1CCN(C(=O)c2ccco2)CC1	-9	-4	-16	-11	5	-34	-7	11	-31	2	-2
Cn1c(CSCc2ccc(Cl)c(Cl)c2)nnc1SCC(=O)Nc1nccs1	20	0	14	-4	51*	-19	-3	14	-22	19	-11
O=C(CCN1C(=O)C2C3C=CC(C3)C2C1=O)NC1CCCCC1 (stereo unspecified)	-18	9	30	2	-1	-1	2	-7	-1	-16	-11
COc1cccc(C(=O)Nc2ccc(NC(=O)C(C)(C)C)cn2)c1	65*	-21	0	-7	75*	-83	2	-37	-54	-97	-8

# Source: PubChem BioAssay

# The list is partial; count on the stated rates, not on these rows.
